HEK293 tox: cytotoxicity counter-screen for GLP-1 receptor inverse agonists. HEK293 cAMP-luciferase reporter cells, luminescence, 24 h. Potency, µM (series often up to 38.3 µM), without a hit: at the top dose activity change, negative = inhibition, hits mostly inhibitors. 410,000 compounds, 0.13% hits;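 note: loss of luciferase light is scored as toxicity; potency is the fitted concentration of half-maximal effect; % is set by controls: 0 for no effect and ±100 for the full control effect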
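Compound-treated cells are incubated 24 hr at 37 deg C under 5% CO2 after a 12 hour attachment period, then luciferase detection reagent is added and luminescence is measured following 12 min at room temperature; lowered signal indicates toxicity.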
Abeta rescue: A-beta toxicity reversal in yeast; 410,000 compounds, 0.063% hits; AID 1347071; Potency, µM (titrated, usually from 46.1 µM), for inactives: at the highest dose growth rescue, actives largely listed as activators; yeast expressing A-beta42, growth rescue, OD600, 48 h; response scale: 0% DMSO, 100% iron-clioquinol control; note: potency is the fitted concentration of half-maximal effect; nearly all actives have a fitted effect of over 55% in size
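Yeast A-beta toxicity model in growth medium with pinned compounds, 48 h at 30 C; growth read as absorbance at 600 nm. Normalized to FeCl3/clioquinol equimolar mix (positive) and DMSO (negative).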
GLP-1R inv ag: GLP-1 receptor (human) inverse agonism | HEK293 GLP-1R CRE-luciferase, luminescence, 24 h; GLP-1R form is constitutively active | Potency, µM (highest dose often 38.3 µM), for inactives: at the top dose activity change, negative = inhibition, hits mostly inhibitors | 410,000 compounds, 1.6% hits; note: potency is the fitted concentration of half-maximal effect; % is set by controls: 0 for no effect and ±100 for the full control effect; nearly all actives have a fitted effect of over 55% in size
Target sequence (P43220 whole entry, looked up): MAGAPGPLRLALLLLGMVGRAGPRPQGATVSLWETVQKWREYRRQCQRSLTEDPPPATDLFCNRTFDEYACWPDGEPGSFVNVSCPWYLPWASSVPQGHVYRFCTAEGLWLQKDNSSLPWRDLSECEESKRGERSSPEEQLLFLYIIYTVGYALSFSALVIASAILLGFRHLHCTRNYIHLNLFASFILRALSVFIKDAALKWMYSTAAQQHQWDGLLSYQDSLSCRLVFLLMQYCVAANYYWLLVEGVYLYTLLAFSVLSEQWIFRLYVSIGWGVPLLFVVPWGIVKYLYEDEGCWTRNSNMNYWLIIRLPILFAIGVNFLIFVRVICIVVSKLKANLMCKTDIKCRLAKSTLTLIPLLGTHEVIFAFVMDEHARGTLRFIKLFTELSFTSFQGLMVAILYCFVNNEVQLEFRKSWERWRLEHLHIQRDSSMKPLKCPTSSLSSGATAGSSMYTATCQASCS
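Luminescence readout: a drop in cAMP-driven luciferase signal flags inverse agonism at a constitutively active GLP-1R stably expressed in HEK293. Compound exposure lasted 24 hr at 37 deg C, 5% CO2.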
TDP-43 yeast inh: inhibitors of TDP-43 toxicity in yeast | TDP-43 expressing yeast growth rescue, BacTiter-Glo, 24 h | Potency, µM (top dose mostly 46.1 µM), inactives show at the top dose growth rescue (activation), usual class: activators | 410,000 compounds, 1.8% hits | AID 652104; note: potency is the fitted concentration of half-maximal effect; % of control where 0% means no effect; nearly all actives have a fitted effect of over 50% in size
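In this qHTS, compounds that restore growth of yeast expressing TDP-43 appear as activators. Cells (OD600=0.02, galactose medium, raffinose-pregrown) are incubated with compound 24 hr at 30 deg C and growth is quantified by BacTiter-Glo.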
aSyn rescue: rescues yeast growth from alpha-synuclein toxicity; Yeast expressing alpha-synuclein, growth rescue, BacTiter-Glo, 24 h; Potency, µM (top dose mostly 46.1 µM), for the others: top-dose growth rescue (activation), most hits filed as activators; 370,000 compounds, 0.14% hits; AID 652106; note: potency is the fitted concentration of half-maximal effect; % of control where 0% means no effect; nearly all actives have a fitted effect of over 65% in size
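Rescue of yeast growth: cells expressing toxic alpha-synuclein, induced in galactose at OD600 0.02, incubated with compound 24 h at 30 C. ATP luminescence quantified growth; inhibitors of toxicity appear as activators.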
PTHR1 ag: activates the human parathyroid hormone receptor PTHR1; Potency, µM (doses to about 115 µM), without a hit: at the top dose activation, actives largely listed as activators; Q03431; HEK293 GP2 PTHR1 cells, GloSensor cAMP luminescence, 1 h; 410,000 compounds, 0.075% hits; note: potency is the fitted concentration of half-maximal effect; nearly all actives have a fitted effect of over 55% in size; some results filed as inactive show a strong effect at the top dose; inactives centre near -15; many of its hits are not listed in these tables
Target sequence (Q03431 whole entry, looked up): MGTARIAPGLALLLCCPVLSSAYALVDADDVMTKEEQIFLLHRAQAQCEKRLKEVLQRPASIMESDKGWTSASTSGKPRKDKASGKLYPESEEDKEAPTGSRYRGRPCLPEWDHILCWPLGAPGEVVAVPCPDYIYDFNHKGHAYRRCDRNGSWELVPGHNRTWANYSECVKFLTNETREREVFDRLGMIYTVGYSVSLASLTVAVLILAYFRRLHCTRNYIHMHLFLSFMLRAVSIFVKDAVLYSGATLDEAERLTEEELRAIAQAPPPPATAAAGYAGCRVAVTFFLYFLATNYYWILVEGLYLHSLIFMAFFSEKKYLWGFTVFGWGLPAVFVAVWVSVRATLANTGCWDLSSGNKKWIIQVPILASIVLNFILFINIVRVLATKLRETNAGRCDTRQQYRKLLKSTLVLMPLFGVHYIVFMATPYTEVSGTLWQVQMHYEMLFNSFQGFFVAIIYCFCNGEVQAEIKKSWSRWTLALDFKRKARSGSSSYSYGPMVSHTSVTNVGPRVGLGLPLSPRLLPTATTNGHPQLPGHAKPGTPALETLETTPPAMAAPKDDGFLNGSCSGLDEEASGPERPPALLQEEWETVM
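HEK-293-derived GP2 cells expressing PTHR1 and a GloSensor cAMP reporter, 3,000/well, plated overnight, given luciferin plus IBMX (each 0.5 mM as added) for 1 h at 37 °C, then compound for 1 h at 37 °C. Luminescence was read after 15 min at room temperature.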
FUS yeast rescue: suppressors of FUS proteinopathy in yeast. S. cerevisiae FUS-expressing, growth rescue, OD600, 24 h. 390,000 compounds, 0.24% hits. Potency, µM (titrated, usually from 76.6 µM), for the others: at the top dose growth rescue (activation), hits mostly activators. AID 1347120;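 note: potency is the fitted concentration of half-maximal effect; plate controls were DMSO vehicle for no effect and reference control for full effect; nearly all actives have a fitted effect of over 55% in size; some results filed as inactive show a strong effect at the top dose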
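Quantitative HTS measuring growth restoration of FUS-toxic yeast. Galactose-induced cells (OD 0.005) were exposed 24hr at 30C to compounds at several concentrations, then absorbance at 600 nm was recorded.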
Akt phos inh: Akt phosphorylation inhibition; 360,000 compounds, 0.32% hits; activity change, % for hits at 50 µM; Neuro2A IGF-stimulated pAkt S473 HTRF, 20 min; active compounds read low; in the data active = activity change below about -80%; inconclusive = mostly about -51% to -80%; note: % is set by controls: 0 for no effect and ±100 for the full control effect
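Single-point screen (50 µM final compound) in Neuro2A cells stimulated 20 min with 6 nM IGF at 37 deg C. After lysis, Ser473-phosphorylated Akt read by HTRF (ex 330 nm, em 615/665 nm) as the 665/615 ratio.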
Mm-Cpn inhibitor: inhibitors of Methanococcus maripaludis chaperonin (MmCpn) | purified Mm-Cpn ATPase, ADP Transcreener TR-FRET | 330,000 compounds, 0.031% hits | Potency, µM (doses to about 76.9 µM), inactives show at the highest dose activity, negative = inhibition, hits mostly inhibitors; note: potency is the fitted concentration of half-maximal effect; % is set by controls: 0 for no effect and ±100 for the full control effect; nearly all actives have a fitted effect of over 80% in size
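Inhibition of chaperonin ATP hydrolysis is measured as reduced ADP production, detected by competitive TR-FRET in which signal falls with ADP. Final enzyme 25 nM and ATP 10 uM, reacted 30 min at 37°C.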
Starred values were filed as active, the others as inactive; i = inactive; ? = inconclusive; · = not tested or not shown; [ ] = dose if it differs, or a comment. Unless noted, calls come from the whole dose curve; as a rule, active = well fitted curve in the direction sought with a large enough effect; inconclusive = small, poorly fitted or top-dose-only effect, or another doubt; inactive = no such curve, though single readings can be large; an effect the other way counts as inactive or inconclusive. Not all compounds are listed; the hit share may differ from the screen's.

SMILES | HEK293 tox | Abeta rescue | GLP-1R inv ag | TDP-43 yeast inh | aSyn rescue | PTHR1 ag | FUS yeast rescue | Akt phos inh | Mm-Cpn inhibitor
O=[N+]([O-])c1ccc(-c2csc(Nc3ccccc3)[n+]2Cc2ccccc2)cc1 | 6% | 7% | ? | 28% | 0% | i | -3% | i | 0%
Cc1cc(Br)ccc1NC(=O)CNC(=O)CSc1nccn1C | 29% | 9% | 34%[activator] | 6% | -1% | -12% | -2% | i | -4%
Cc1cccc(NS(=O)(=O)c2ccc(C(=O)N3CCCCCC3)cc2)c1C | 0% | -1% | ? | 0% | -2% | -17% | 26% | i | -3%
CCOc1ccc(-c2[nH]ncc2-c2ccccc2)c(O)c1 | -3% | 11% | 10µM* | ? | 10% | -17% | -6% | · | 0%
COc1cccc(/C=C2\SC(=O)N(CCC(=O)NNC(=O)c3cccc(Cl)c3)C2=O)c1 | 23% | 5% | 33%[activator] | 15% | -2% | -1% | 12% | i | 0%
COC(=O)c1cccc(NC(=O)C2COc3ccccc3O2)c1C (stereo unspecified) | -14% | 9% | 0% | 17% | ? | i | 4% | i | -3%
COc1ccc(C(=O)NCC(=O)N/N=C/c2cn(C)c3ccccc23)cc1OC | -7% | -3% | 4% | 2% | -4% | -14% | 7% | i | -2%
O=C(Cn1c(=O)oc2ccccc21)c1ccccc1 | -3% | 25% | -9% | ? | 3% | i | -3% | i | 0%
O=C(C(=O)N1CCCC1CO)N1CCCC1CO (stereo unspecified) | 18% | 7% | 21% | 5% | 0% | i | -11% | i | 0%
Clc1ccc(/C=N/N2CCCCC2)cc1 | 6% | -3% | 2% | 15% | 2% | -12% | -6% | i | 3%
CCN(CC)CCNS(=O)(=O)c1ccc(Cl)cc1 | -8% | 17% | -19% | 5% | -1% | i | -4% | i | 0%
Cc1nc(-c2ccc(Cl)cc2)sc1CCNC(=O)c1cccs1 | 2% | -6% | -11% | ? | · | -12% | -6% | · | ·
CSc1ccc(Cl)c(C(=O)OCC(=O)N2CC(C)OC(C)C2)c1 (stereo unspecified) | -7% | -2% | -13% | 12% | 8% | -20%[57.5 µM] | -2% | i | -3%
Cc1ccc(C(=O)Oc2c(S(=O)(=O)c3ccccc3)c(C)nn2-c2ccccc2)cc1 | -7% | -5% | -13% | 12% | · | i | -30% | · | ·
O=C(NCc1cccc(C(F)(F)F)c1)C1CC(c2ccc(C(F)(F)F)cc2)=NO1 (stereo unspecified) | -5% | 4% | ? | 1% | 0% | -40%[inhibitor] | 6% | i | ?
O=[N+]([O-])c1cc2oc3c(c2c(C=NCc2ccncc2)c1O)CCCC3 | -29% | -81%[inhibitor] | 9% | -90%[inhibitor] | -75%[inhibitor] | -8% | · | i | 0%
C[C@H](CO)N1C[C@H](C)[C@H](CN(C)C(=O)Nc2ccc(C(F)(F)F)cc2)Oc2ncc(Br)cc2C1=O | -4% | -4% | ? | 12% | 1% | -17% | 15% | i | ·
COc1ccc(NC(C)=O)cc1S(=O)(=O)N1CCN(Cc2cccs2)CC1 | -6% | 1% | 10% | -5% | 1% | 13% | · | i | 1%
CCOC(=O)C1CC=C(Cl)CC1C(=O)Nc1nccs1 (stereo unspecified) | -8% | -2% | 0% | 6% | 2% | i | -3% | i | 0%
Cc1ccc(S(=O)(=O)CC(=O)Nc2ccc(S(=O)(=O)Nc3ccccn3)cc2)cc1 | -6% | 9% | 2% | 26% | -6% | -18% | -43% | i | -7%
COC(=O)c1ccccc1NC(=O)CCCOc1cc(=O)n(C)c2ccccc12 | -1% | -10% | 30%[activator] | 24% | 4% | -20% | 20% | i | ·
Cc1ccc([N+](=O)[O-])cc1S(=O)(=O)Nc1ccc(C(=O)N2CCN(C(=O)c3ccco3)CC2)cc1 | 0% | -3% | 9% | 20% | 1% | -19% | 26% | i | 0%
COc1cccc(C(=O)OCC(=O)NCCNC(=O)COC(=O)c2cccc(OC)c2OC)c1OC | -2% | -19% | 11% | 4% | 9% | -22% | · | i | 0%
COc1cc(/C=N/NC(=O)C(=O)NCC2CCCO2)cc(Cl)c1O (stereo unspecified) | -27% | 3% | -7% | -2% | 3% | i | 10% | i | ?
Cc1ccc(Cl)cc1NC(=O)C1CCC(CNS(=O)(=O)c2cccc3nsnc23)CC1 (stereo unspecified) | -2% | 7% | 9% | 24% | · | i | 0% | · | ·

Results in GLP-1R inv ag and Abeta rescue, for some of the entries so far:
| compound | GLP-1R inv ag | Abeta rescue |
| --- | --- | --- |
| Cc1ccc([N+](=O)[O-])cc1S(=O)(=O)Nc1ccc(C(=O)N2CCN(C(=O)c3ccco3)CC2)cc1 | 9% | -3% |
| COc1cccc(C(=O)OCC(=O)NCCNC(=O)COC(=O)c2cccc(OC)c2OC)c1OC | 11% | -19% |

The listing continues:
SMILES | HEK293 tox | Abeta rescue | GLP-1R inv ag | TDP-43 yeast inh | aSyn rescue | PTHR1 ag | FUS yeast rescue | Akt phos inh | Mm-Cpn inhibitor
CCn1cc(/C=N\NC(=O)c2c[nH]c3ccccc23)c(C)n1 | -8%[1.53 µM] | 13% | 21% | -8% | -1% | -35%[inhibitor] | 26% | i | 2%
O=C(/C=C/c1ccccc1)N1CCN(c2ccccn2)CC1 | -10% | 17% | 5% | 3% | 1% | -15%[57.5 µM] | 11% | i | -2%
CC(C)NC(=O)CCCc1c[nH]c2ccccc12 | 6% | -6% | -9% | -7% | 1% | -1% | -28% | i | 0%
O=C(CCN1CCOCC1)Nc1cc(C(=O)Nc2ccccc2F)ccc1N1CC2CC(C1)c1cccc(=O)n1C2 (stereo unspecified) | -6% | -1% | 22% | 3% | -15% | -1% | 13% | i | -1%
COc1ccc(NC(=O)CN2CCN(C3CCCCC3)C(=O)C2=O)cc1 | 7% | -18% | 0% | -16% | · | ? | 17% | · | ·
CCOC(=O)C1(Cc2ccccc2)CCCN(C(=O)COc2ccccc2OC)C1 (stereo unspecified) | 3% | -14% | ? | 15% | 11% | -21% | 31% | i | ·
COC(=O)c1ccccc1NC(=O)c1cc(-c2ccccc2O)no1 | 2% | -7% | 10% | 5%[9.22 µM] | · | -21% | -15% | · | ·
O=C(O)/C(=C\c1cccc(F)c1)c1ccc(S(=O)(=O)N2CCCC2)s1 | -8% | -2% | -4% | 26% | -7% | i | · | i | 2%
Cc1cc2cc(CNC(=O)c3cccc([N+](=O)[O-])c3)ccc2[nH]1 | 1% | -12% | -11% | -2% | 1% | -6% | 31% | i | -1%
CCCCCCc1c(O)nc(SCCN(C)C)[nH]c1=O | 2% | 5% | 10% | -18% | -1% | i | 23% | i | -1%
O=C(Nc1nnc(-c2ccccc2)o1)NC1CCCCC1 | -1% | 19% | ? | 0% | 5% | i | 8% | i | 4%
Cc1noc(C)c1S(=O)(=O)Nc1ccc2c(c1)CC(=O)N([C@H](C)CO)C[C@H](C)[C@@H](CN(C)CC1CC1)O2 | 8% | 1% | 9% | -2% | -3% | -21% | -12% | i | 1%
CC1CCCN(C(=O)Cc2cccc3ccccc23)C1 (stereo unspecified) | 5% | 16% | ? | 18% | 2% | i | 18% | i | 1%
CN(C)C(=O)c1ccc(-n2cnc3ccccc3c2=O)cc1 | -8% | 1% | 15% | -8% | -1% | i | -15% | i | -1%
Cc1nnc(NC(=O)CSc2ncnc3scc(-c4ccccc4)c23)s1 | -7% | -9% | 0% | 14% | -2% | i | 31% | i | -1%
CCOC(=O)C1CCCN(C(=O)c2cccc([N+](=O)[O-])c2C)C1 (stereo unspecified) | -12% | 5% | -27% | -5% | 4% | 1% | -4% | i | 0%
COc1ccc(NC(=O)c2ccco2)cc1NC(=O)c1c(F)c(F)c(OC)c(F)c1F | 7% | 20% | 9% | 5% | 2% | -20% | 0% | i | 2%
CCn1c(C)cc(/C=C2/NC(=O)N(CC(=O)Nc3cccc(C)c3)C2=O)c1C | -12% | 0% | 11% | 13% | 0% | -22% | · | i | -2%
CCC1(c2ccccc2)CN(C)C1=O (stereo unspecified) | 7% | -1% | 0% | 4% | -4% | -16% | -9% | i | ·
COC(=O)c1ccc(C2C(Oc3ccccc3)C(=O)N2CCc2ccc(OC)c(OC)c2)cc1 (stereo unspecified) | 0% | ? | 2% | -17% | -1% | -2%[57.5 µM] | 52% | i | 1%
CCOc1ccccc1NC(=O)CSc1cn(CC(=O)N2CCCCCC2)c2ccccc12 | 1% | -8% | 0% | 0% | · | -46%[inhibitor] | 3% | · | ·
C[C@H](CO)N1C[C@H](C)[C@@H](CN(C)Cc2ccccc2)Oc2c(NS(=O)(=O)c3cn(C)cn3)cccc2C1=O | 5% | 5% | 16% | 15% | 0% | 10% | 0% | i | 3%
Cc1ccc2c(c1)nnn2C1CCN(CC(=O)NCCc2ccccc2)CC1 | -2% | -4% | -4% | -18% | 2% | -62%[inhibitor] | -2% | i | -1%
CN(CC(=O)Nc1ccc(Cl)c(C(F)(F)F)c1)C(=O)CCN1C(=O)C2CC=CCC2C1=O (stereo unspecified) | ? | -3% | ? | 6% | 0% | -21% | 27% | i | 1%
COc1ccc(-c2ccc(-c3noc(C)n3)c(OC)n2)cc1 | 1% | -12% | 49%[activator] | -5% | -11% | i | 34% | ? | -17%
CC(=O)Nc1ccc(C(=O)Nc2ccc3c(c2)OCO3)cc1 | -22% | 5% | 4% | 3% | 3% | -4%[57.5 µM] | 38% | i | 0%

Compound activity deposited in PubChem BioAssay by National Center for Advancing Translational Sciences (NCATS).
